Assay outcomes deposited in PubChem BioAssay by several laboratories.
PTPN22 inh 2: LYP (human) phosphatase inhibition; Q9Y2R2; recombinant LYP catalytic domain, DiFMUP fluorescence; inhibition, % at 2 µM; hit rate 0.21% among 96,000; AID 640;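 active = inhibition at 2 µM at or above a set limit, the screen mean plus 3 SD, cut at about 24% in these data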;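 note: 0% = DMSO with enzyme and 100% = enzyme fully blocked by orthovanadate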
DAT uptake mod: human DAT dopamine uptake with cocaine, either direction | B-score at 10 µM | hit rate 1.3% among 110,000 | LLC-PK1 hDAT cells, [14C]-dopamine uptake with cocaine IC80; actives deviate in either direction | Q01959;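 active = Z score or B-score, a plate-position-corrected score, falls beyond the plate's 99.7% confidence bounds, in either direction; inactive = both scores lie inside the 99.7% bounds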;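 note: scored against the spread of the other compound wells on the same plate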
Target sequence (Q01959 whole entry, looked up): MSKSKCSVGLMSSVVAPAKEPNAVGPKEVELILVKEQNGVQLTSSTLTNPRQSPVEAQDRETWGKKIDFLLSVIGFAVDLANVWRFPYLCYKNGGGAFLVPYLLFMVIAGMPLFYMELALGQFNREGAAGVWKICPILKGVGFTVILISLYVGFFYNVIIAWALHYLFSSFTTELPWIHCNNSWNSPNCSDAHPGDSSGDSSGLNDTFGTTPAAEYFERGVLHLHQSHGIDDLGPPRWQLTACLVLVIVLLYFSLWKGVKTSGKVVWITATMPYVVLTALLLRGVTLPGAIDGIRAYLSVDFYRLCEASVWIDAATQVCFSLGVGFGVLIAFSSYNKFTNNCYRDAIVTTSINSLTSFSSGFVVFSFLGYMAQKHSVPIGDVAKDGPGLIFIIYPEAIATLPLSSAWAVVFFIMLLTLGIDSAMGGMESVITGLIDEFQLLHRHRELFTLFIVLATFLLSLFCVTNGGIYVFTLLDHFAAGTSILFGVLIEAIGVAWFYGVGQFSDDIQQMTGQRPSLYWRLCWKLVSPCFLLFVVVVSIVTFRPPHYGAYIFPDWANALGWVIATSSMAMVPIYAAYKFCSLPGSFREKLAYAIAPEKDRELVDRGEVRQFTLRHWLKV
PostGolgi ctrl: yeast control strain growth, post-Golgi counter-screen; efflux-deficient yeast background strain, growth absorbance A615, 16 h; inhibition, % at 10 µM; hit rate 5% among 98,000
CYP2C9 inhib: human CYP2C9 inhibition; P11712; CYP2C9 Supersomes, luciferin-H conversion, luminescence; inhibition, % at 5 µM; hit rate 20% among 96,000;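 active = blocking of liver enzyme CYP2C9 beyond about 50% at 5 µM, limit read from the data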; note: values of inactives mirror those of a sister screen read the other way
Target sequence (P11712 whole entry, looked up): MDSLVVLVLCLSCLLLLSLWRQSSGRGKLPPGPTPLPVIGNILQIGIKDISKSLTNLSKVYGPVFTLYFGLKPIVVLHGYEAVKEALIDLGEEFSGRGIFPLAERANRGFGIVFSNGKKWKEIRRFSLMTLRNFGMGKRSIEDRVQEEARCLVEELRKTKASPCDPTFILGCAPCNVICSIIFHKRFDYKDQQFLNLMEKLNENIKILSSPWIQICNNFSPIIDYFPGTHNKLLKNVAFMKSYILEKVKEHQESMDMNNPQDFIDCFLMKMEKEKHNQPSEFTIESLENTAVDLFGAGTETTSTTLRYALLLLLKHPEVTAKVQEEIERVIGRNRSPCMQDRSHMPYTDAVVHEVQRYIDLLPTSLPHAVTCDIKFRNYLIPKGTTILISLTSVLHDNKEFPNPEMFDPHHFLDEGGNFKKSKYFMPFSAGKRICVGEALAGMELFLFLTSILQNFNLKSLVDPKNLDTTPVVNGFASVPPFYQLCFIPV
CYP2C9 activ: increases human cytochrome P450 2C9 activity; P11712; activation factor at 5 µM; recombinant CYP2C9, luciferin-H conversion, luminescence; active compounds read high; factor 1 = untreated enzyme, 0 = blocked; hit rate 1.4% among 96,000;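 active = activation factor of 2 or more for CYP2C9 at a 5 µM dose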;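 note: 0 = sulfaphenazole-blocked wells and 1 = vehicle-only wells; values of inactives mirror those of a sister screen read the other way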
LYP act: increases human PTPN22 phosphatase activity; Q9Y2R2; recombinant LYP, DiFMUP fluorescence; 0 = plate median, 100 = signal doubled; activation, % at 2 µM; hit rate 0.11% among 96,000; AID 697;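 active = activation at 2 µM above a set limit, the mean plus 5 SD, cut at about 37% in these data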
PTK2B oligo ant: antagonists of human Pyk2 oligomerization. Q14289. Q293 cells, Pyk2 FERM NanoBiT luminescence; active compounds read low. z-score (the deposit names both 25 µM and 10 µM). hit rate 0.83% among 99,000;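 active = Z-score of -3 or lower, scaled per plate to the spread of control and sample wells; inactive = z-score above -3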;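 note: negative z-score means lost luminescence so less FERM oligomerization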
PostGolgi yeast: growth inhibition of a yeast mutant, post-Golgi transport screen; post-Golgi transport phenotypic cell assay; inhibition, % at 10 µM; hit rate 0.9% among 98,000;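 note: yeast cells grown in 1536-well plates; yeast grown about 18 h at 30C before absorbance read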
E coli WT exp: blocks growth of wild type E. coli BW25113; hit rate 0.15% among 98,000; OD600 absorbance; growth inhibition, % at 100 µM;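 active = growth inhibition above about 50% at one test dose, limit read from the data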;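 note: growth measured after 20 h incubation at 37 °C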
* = called active by the depositor; · = not tested or not shown. Cut-off read from the data, not from the text of the source, unless noted: active = inhibition above about 30%; inactive = the rest. Compounds were not picked by outcome; about 24% have a hit in one of these screens.

SMILES	PTPN22 inh 2	DAT uptake mod	PostGolgi ctrl	CYP2C9 inhib	CYP2C9 activ	LYP act	PTK2B oligo ant	PostGolgi yeast	E coli WT exp
CC1(C)CC(=O)c2c(n(-c3cccc4ccccc34)ccc2=O)C1	5	0.91	6	11	0.9	-3	-0.98	-28	8
NC(=O)C1CCCN(C(=O)c2ccc(Cl)cc2)C1 (centres undefined)	-10	-0.42	2	-4	1	9	0.08	-3	-4
Cn1c(=O)c2ncn(CC(=O)NCCOc3ccc(C(C)(C)C)cc3)c2n(C)c1=O	0	0.4	27	-11	1.1	3	1.9	0	3
O=C(NCCCNc1ccc(C(F)(F)F)cc1[N+](=O)[O-])c1ccc(Cl)cc1	16	-0.99	20	11	0.9	-13	-1.1	7	-8
O=C(c1ccccc1)N1CCN(c2ncnc3sc4c(c23)CCC4)CC1	6	1.7	5	83*	0.2	-6	-0.88	22	5
CN1C(=O)CC(N2CCN(c3ccc(Cl)c(Cl)c3)CC2)C1=O (centres undefined)	-5	-0.64	15	17	0.8	9	0.05	4	-1
COc1cccc(Nc2nc(-c3sc(NC(=O)c4ccccc4)nc3C)cs2)c1	-3	0.17	18	59*	0.4	5	·	-7	-17
Cc1ccc(OCC(=O)Nc2ccc(O)c(C(=O)O)c2)cc1C	2	0.41	14	32	0.7	1	0.39	3	-3
CCOC(=O)C1Cc2ccccc2C(=O)O1 (centres undefined)	-13	-0.0056	5	4	1	9	0.18	10	-3
COCCSc1ccccc1C(=O)NCc1ccc2c(c1)OCO2	-2	1.8	16	24	0.8	4	0	12	-1
Cc1ccc(-n2nc(C)c(NS(=O)(=O)c3ccccc3)c2C)cc1C	8	1.2	14	96*	0	-6	-0.97	-1	1
Cc1ccc(-c2nc(NC(=O)CSc3nnnn3-c3ccccc3)ns2)cc1	-7	-0.85	48*	-20	1.2	4	-1.2	5	-8
O=S(=O)(c1ccccc1)N(Cc1ccccc1)c1ccccn1	1	-0.16	18	57*	0.4	1	-0.99	21	-13
O=C(Nc1cccnc1)c1ccc(S(=O)(=O)N2CCCCCC2)cc1	-3	1.2	19	73*	0.3	-1	1.3	-5	-2
CCSc1nc2c([nH]c3ccccc32)c(=O)n1C	0	-1.2	20	12	0.9	-4	·	-7	-3
CCCOC(=O)C1[C@H]2C(=O)N(CC3CCCO3)C[C@]23C=C[C@H]1O3 (some centres undefined)	5	-0.022	9	-4	1	-6	-0.3	8	-3
CN(c1ccccc1)S(=O)(=O)c1ccc(C(=O)OCC(=O)N2CCOCC2)cc1	-7	-0.42	3	48	0.5	9	1.1	10	-9
COc1ccc(N(C(=O)c2ccccc2OC)C2C=CS(=O)(=O)C2)c(OC)c1 (centres undefined)	5	0.094	21	17	0.8	-2	0.55	6	5
CCCC(=O)NC(c1ccco1)c1cc(Cl)c2cccnc2c1O (centres undefined)	9	-0.67	-1	3	1	-11	-1	-2	4
Cc1ccc(C2CC2C(=O)NNC(=S)Nc2cccc(C)c2)cc1 (centres undefined)	-2	0.56	·	·	·	4	-0.1	·	·
CCN1CCN(C(=S)c2ccc(SC)cc2)CC1	4	-0.26	5	0	1	-5	1.5	7	5
CCOC(=O)N1CCN(C2=Nc3cccc4cccc2c34)CC1	1	1.9	18	-39	1.4	-4	1.5	-2	3
CCc1nnc(NC(=O)C2Cc3ccccc3CN2S(=O)(=O)c2ccc(C)cc2)s1 (centres undefined)	13	0.49	41*	64*	0.4	-11	-3*	5	1
OCCNc1ncnc2ccc(Br)cc12	0	-0.61	4	-6	1.1	-2	-0.35	13	18
CC(C)(C)c1nc(N2CCN(C(=O)c3ccco3)CC2)c2nnn(Cc3ccccc3)c2n1	22	0.53	12	24	0.8	-21	-1.2	4	-18

(continued)
SMILES	PTPN22 inh 2	DAT uptake mod	PostGolgi ctrl	CYP2C9 inhib	CYP2C9 activ	LYP act	PTK2B oligo ant	PostGolgi yeast	E coli WT exp
CC1Cc2nc(SCC(=O)N3CCCC3)n(C)c(=O)c2S1 (centres undefined)	·	-1	-2	8	0.9	·	·	-10	2
Cc1ccc(C(=O)NC2CCN(C(=O)NC3CCCCC3)CC2)cc1	-4	1.2	·	·	·	4	0.01	·	·
c1ccc(Cn2cnc3ccccc32)cc1	5	-0.52	·	·	·	-6	0.04	·	·
Cc1cc(S(=O)(=O)Nc2ccc3ccccc3c2)c(C)s1	-6	0.069	78*	64*	0.4	9	-2.9	-11	-8
O=C(NCc1cccnc1)c1ccc(CN2CCc3ccccc3C2)cc1	-3	0.032	·	·	·	0	-0.53	·	·
COc1ccc(CCN2CC(C(=O)O)CC2=O)cc1OC (centres undefined)	-1	-0.068	-2	11	0.9	3	-0.73	1	0
CCOC(=O)c1c(NC(NC(C)=O)C(Cl)(Cl)Cl)sc(C(C)=O)c1C (centres undefined)	9	0.11	-2	54*	0.5	-5	-0.61	13	3
COc1ccc([N+](=O)[O-])cc1N(CC(O)CN(CC(C)C)CC(C)C)S(=O)(=O)c1ccccc1 (centres undefined)	-11	-0.068	-1	20	0.8	15	-1.3	-2	-4
Cc1ccc(C)c(N(CC(=O)NC2CCCC2)C(=O)CCCC(=O)Nc2ccccn2)c1	·	0.73	25	83*	0.2	·	0.83	1	5
CN(C)Cc1nc2ccccc2c(=O)n1Cc1nc(C(C)(C)C)cs1	-1	-0.76	-2	93*	0.1	0	-0.53	0	1
COC(=O)c1ccccc1NC(=O)CSc1nnc(C(CO)NC(=O)c2ccccc2Cl)n1C (centres undefined)	3	-0.7	27	-12	1.1	-1	0.43	-11	7
CNc1cnn(-c2ccccc2)c(=O)c1Cl	2	-0.73	-8	5	0.9	2	0.17	4	10
CCN1C(=O)c2cccc3c(S(=O)(=O)Nc4ccccc4OC)ccc1c23	0	·	17	99*	0	-2	·	-3	-10
CC(=O)Nc1ccc(S(=O)(=O)N(C)CC(=O)OCC(=O)N2CCc3ccccc32)cc1	-5	·	2	36	0.6	7	0.81	21	1
COc1cc(C2=NOC(C(=O)NC3CCCCC3)C2)cc(OC)c1OC (centres undefined)	-2	0.071	21	-12	1.1	-1	-0.46	0	-10
COc1ccc(-c2nnc(SCC(=O)Nc3ccccc3)n2C)cc1	-13	0.69	-6	20	0.8	12	-0.08	2	-12
CCOC(=O)C1CCCN(c2ccc(NC(=O)c3snc4c(=O)[nH]c(C)nc34)cc2)C1 (centres undefined)	0	0.51	8	-7	1.1	5	-1.9	-3	-5
Cc1[nH]nc(-c2ccc(OCc3cnn(-c4ccccc4)c3)cc2O)c1Oc1ccc(Cl)cc1	10	-1.4	0	66*	0.3	-6	0.18	8	-7
Cc1nc2scc(-c3ccccc3)c2c(=O)n1/N=C/c1ccco1	·	0.00042	-15	16	0.8	·	-0.02	10	2
COc1ccc(OCC(O)CN(C2CCCCC2)C2CCCCC2)cc1 (centres undefined)	-6	-0.22	6	13	0.9	4	0.98	0	1
CCCOc1ccc(C(=O)N2CCCC2C(=O)O)cc1 (centres undefined)	3	-0.31	-8	-3	1	-4	0.16	13	10
N#Cc1c(C(F)(F)F)cc(-c2cccs2)nc1SCc1ccc(Cl)nc1	5	-1.2	4	56*	0.4	0	-0.04	-5	-3
O=C(Cc1cccs1)NCc1ccco1	-3	0.53	14	-12	1.1	4	1.3	-8	2
O=C(COc1ccc2ccccc2c1)NCC(=O)N/N=C/c1ccco1	3	0.12	2	3	1	0	1.2	-5	1
Cc1ccnc(NC(=S)NC(=O)/C=C/c2ccccc2)c1	7	-0.6	8	-16	1.2	-5	0.2	-1	-14

Quoted at random: six compounds from above.
SMILES	PTPN22 inh 2	DAT uptake mod	PostGolgi ctrl	CYP2C9 inhib	CYP2C9 activ	LYP act	PTK2B oligo ant	PostGolgi yeast	E coli WT exp
O=C(Cc1cccs1)NCc1ccco1	-3	0.53	14	-12	1.1	4	1.3	-8	2
COC(=O)c1ccccc1NC(=O)CSc1nnc(C(CO)NC(=O)c2ccccc2Cl)n1C (centres undefined)	3	-0.7	27	-12	1.1	-1	0.43	-11	7
COc1ccc(CCN2CC(C(=O)O)CC2=O)cc1OC (centres undefined)	-1	-0.068	-2	11	0.9	3	-0.73	1	0
c1ccc(Cn2cnc3ccccc32)cc1	5	-0.52	·	·	·	-6	0.04	·	·
CC1Cc2nc(SCC(=O)N3CCCC3)n(C)c(=O)c2S1 (centres undefined)	·	-1	-2	8	0.9	·	·	-10	2
Cc1nc2scc(-c3ccccc3)c2c(=O)n1/N=C/c1ccco1	·	0.00042	-15	16	0.8	·	-0.02	10	2

Other results:
SMILES	PTPN22 inh 2	DAT uptake mod	PostGolgi ctrl	CYP2C9 inhib	CYP2C9 activ	LYP act	PTK2B oligo ant	PostGolgi yeast	E coli WT exp
Cc1ccc(C(c2nnnn2C2CCCC2)N2CCN(c3nc4ccccc4s3)CC2)cc1 (centres undefined)	12	0.07	·	·	·	-11	-2.7	·	·
COCCN(CC(=O)Nc1ccccc1)S(=O)(=O)c1ccc(S(=O)(=O)N2CCCC2)cc1	4	-0.19	11	73*	0.3	-4	0.24	-5	-1
COc1ccc(NC(=S)Nc2cc(-c3ccccc3)[nH]n2)cc1Cl	10	-1.4	30*	-11	1.1	-5	-2.4	-8	4
C=CCOc1ccc(CNc2nccs2)cc1OCC	10	0.76	·	·	·	-11	1.3	·	·
COc1ccccc1NC(=O)N1CCN(c2ccccc2F)CC1	3	1.3	5	-135	2.4*	-8	-0.45	3	8
CN(C)CCn1c(C(=O)O)cc2ccccc21	-7	-1.2	6	-7	1.1	4	-0.42	5	5
CCOC(=O)Cc1csc(NC(=O)CSc2nnnn2-c2ccc(F)cc2)n1	-6	-0.32	-1	49	0.5	3	-0.37	-2	-4
CN(C)C(=O)CSc1nnc(CCNC(=O)OC(C)(C)C)o1	1	0.28	15	-6	1.1	-3	0.79	13	-2
CN(C)S(=O)(=O)Nc1ccc(Oc2ccccc2)cc1	6	0.62	9	85*	0.1	-5	0.71	3	13
O=C(c1ccc2c(c1)OCO2)N1CCN(c2ccc(Cl)cc2)CC1	1	1.9	6	89*	0.1	0	0.07	8	-3
Cc1ccccc1-n1c(SCC(=O)N2CCN(c3ccccc3)CC2)nnc1-c1ccncc1	·	0.69	8	76*	0.2	·	-0.06	20	-3
COc1ccc(S(=O)(=O)Nc2nnc(C)s2)cc1	5	-1.2	2	48	0.5	-5	-0.17	-5	2
O=c1cc(-c2cccs2)oc2ccc(Cl)cc12	6	0.36	18	37	0.6	-4	-0.72	-4	-1
O=C1N2CCSC2=NC1(NS(=O)(=O)c1ccccc1)C(F)(F)F (centres undefined)	-6	0.034	6	10	0.9	4	-0.42	-14	-9
Cc1ccc(NC(=O)c2cccs2)cc1NC(=O)c1ccco1	-3	0.31	32*	8	0.9	0	-0.15	-13	3
OCCOCCn1c2ccccc2c2ccccc21	4	-0.66	-12	21	0.8	-6	0.31	-3	-2
CCOC(=O)c1[nH]c2ccc(OC)cc2c1NC(=O)CCN1CCC(C)CC1	1	-0.49	2	7	0.9	1	·	12	4
COc1ccc(-c2cc(C(=O)N3CCCCC3)no2)cc1OC	0	-0.34	6	-32	1.3	-2	-0.47	11	12
Cc1nc2ccccc2n1CC(=O)N1CC(=O)Nc2ccccc21	9	-0.72	15	-3	1	-11	2	-3	-4
O=C(Nc1cccnc1)c1ccc(CN2CCc3ccccc3C2)cc1	-5	0.015	13	16	0.8	3	1.1	-5	2
CCOC(=O)c1c(C)[nH]c(C(=O)COC(=O)c2ccc(F)c(S(=O)(=O)N3CCOCC3)c2)c1C	-11	1.9	-2	20	0.8	15	3.6	-3	0
O=C(Nc1ccc(F)cc1)c1ccccc1CC[N+](=O)[O-]	1	0.54	19	1	1	3	-0.33	10	2
Cc1ccc2nc(NC(=O)COC(=O)CSc3nc(C)cc(C)n3)sc2c1	6	0.7	19	29	0.7	-4	0.6	5	0
CNC(=S)NCCc1ccc(OC)c(OC)c1	-1	·	27	3	1	3	·	-2	3
COC(=O)c1sccc1NC(=O)c1cc(OC)c(OC)c(OC)c1	-2	-0.2	13	8	0.9	2	-0.79	3	-6
